# Shiga inhibitor = inhibitors of Shiga toxin in Vero cells | Vero cells, Shiga toxin protein synthesis inhibition reporter | inhibition, % at 38.7 µM | actives 9.2% (n = 290,000); in the data active = inhibition mostly above about 28%, no sharp cut-off; inactive = mostly below about 43%; note: 0% is about no effect
# Pf growth 48h = inhibits P. falciparum growth in the first generation, 48 h | P. falciparum luciferase growth in erythrocytes, 48 h | Potency, µM (series often up to 28.7 µM), inactives show top-dose activity change, negative = inhibition, usual class: inhibitors | actives 5.9% (n = 310,000) | AID 504832; note: potency is the fitted concentration of half-maximal effect; % is set by controls: 0 for no effect and ±100 for the full control effect
#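 Erythrocytes infected with P. falciparum carrying an integrated firefly luciferase reporter (2% hematocrit, 0.1% parasitemia final) were exposed to compounds in RPMI 1640 with 0.5% Albumax at 37 C, 5% CO2. Growth inhibition was scored as reduced luminescence.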
# Pf growth 96h = P. falciparum growth inhibition at 96 hour, primary screen for plastid delayed-death inhibitors. Potency, µM (highest dose often 28.7 µM), inactives show top-dose activity change, negative = inhibition, hits mostly inhibitors. P. falciparum luciferase reporter growth, 96 h. actives 6.9% (n = 320,000); note: potency is the fitted concentration of half-maximal effect; % is set by controls: 0 for no effect and ±100 for the full control effect
#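 Plates of compound plus infected erythrocytes (2% hematocrit, 0.05% parasitemia final) incubate 96 hours, 37 C, 5% CO2. Detection reagent added; reduced luminescence from the parasites' luciferase reporter flags inhibition.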
# Giardia FBPA inh = blocks Giardia fructose-bisphosphate aldolase activity | Potency, µM (titrated, usually from 59.6 µM), for the others: at the highest dose activity, negative = inhibition, actives largely listed as inhibitors | AID 2451 | purified Giardia FBPA | actives 0.71% (n = 290,000) | A8B2U2; note: potency is the fitted concentration of half-maximal effect; % is set by controls: 0 for no effect and ±100 for the full control effect; nearly all actives have a fitted effect of over 55% in size
# Target sequence (A8B2U2 whole entry, looked up): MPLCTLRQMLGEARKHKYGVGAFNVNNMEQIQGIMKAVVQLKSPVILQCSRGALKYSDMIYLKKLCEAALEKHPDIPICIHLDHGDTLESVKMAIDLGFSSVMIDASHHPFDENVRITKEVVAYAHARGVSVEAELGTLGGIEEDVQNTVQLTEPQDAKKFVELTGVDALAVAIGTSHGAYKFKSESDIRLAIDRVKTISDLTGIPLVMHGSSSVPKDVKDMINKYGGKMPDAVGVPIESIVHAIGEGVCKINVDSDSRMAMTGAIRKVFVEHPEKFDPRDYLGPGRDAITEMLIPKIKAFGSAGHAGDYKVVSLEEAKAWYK
#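 Giardia FBPA (40 nM reagent) was preincubated 10 min at RT with compound (up to 57.5 uM final), then substrate plus GAPDH/TPI/NAD/arsenate coupling system with diaphorase/resazurin was added; resorufin fluorescence (525/598 nm) was read after 20 min.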
# Sm TGR block = inhibitors of Schistosoma mansoni thioredoxin glutathione reductase; Q962Y6; purified TGR, DTNB reduction, TNB absorbance 405 nm; Potency, µM (titrated, usually from 114 µM), for inactives: top-dose activity change, negative = inhibition, usual class: inhibitors; actives 3% (n = 360,000); AID 485364; note: potency is the fitted concentration of half-maximal effect; % is set by controls: 0 for no effect and ±100 for the full control effect; nearly all actives have a fitted effect of over 60% in size
#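 First, TGR (20 nM dispensed) and NADPH were mixed with compound. Second, a 15 min room-temperature incubation followed. Third, further NADPH and then DTNB were added to start the reaction. Finally, TNB absorbance was monitored kinetically.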
# CHX counter = affects cycloheximide protein synthesis inhibition readout, counter-screen; cell reporter, cycloheximide protein synthesis inhibition counterscreen; max response, %; actives 12% (n = 300,000); AID 2314; in the data active = max response mostly above about 13%, no sharp cut-off; inactive = mostly below about 14%; note: read at 38.3 µM for the half of the compounds with a filed dose; 0% is about no effect
# Numbers without * were called inactive; ? = inconclusive; · = no result given; & = joins results of further samples; [ ] = dose if it differs, or a comment. Unless noted, calls come from the whole dose curve; as a rule, active = well fitted curve in the direction sought with a large enough effect; inconclusive = small, poorly fitted or top-dose-only effect, or another doubt; inactive = no such curve, though single readings can be large; an effect the other way counts as inactive or inconclusive.
smiles	CHX counter	Pf growth 96h	Sm TGR block	Shiga inhibitor	Giardia FBPA inh	Pf growth 48h
COC(=O)C1CCN(C(=O)CCCOc2ccccc2)CC1	20.4*	-3.5%	-4.0%	42.5*	1.7%	193.5%[activator]
COc1ccc(O)c(C(=O)c2cnn(-c3ccccn3)c2)c1	33.2*	37.5%[activator]	6.0%	63.4*	-0.8%	21.2%
O=C(c1ccncc1)N1CCN(C(=O)c2cccs2)CC1	-1.4	-12.4%	4.4%	17.5	4.7%	1.4%
CCCCCCCCCCOC(=O)NC1CCS(=O)(=O)C1 (configuration not stated)	-0.4	259.7%[activator]	9.1%	-13.2	0.5%	-1.1%
CCn1cc(C(C)NC(=O)Nc2ccccc2C(=O)OC)c(C)n1 (configuration not stated)	-1.9	17.9%	-12.0%	-7.0	4.4%	-3.2%
Cc1cnccc1CN(C)C(=O)CC1C(=O)NCCN1CC1CCCCC1 (configuration not stated)	-0.9	?	12.7%	-9.3	-0.8%	?
Cc1ccc(NC2=Nc3ccccc3CS2)cc1	37.7*	-46.0%	-1.0%	30.4	-7.9%	93.7%[activator]
Cc1cc(C(=O)NC2CC(C)(C)Cc3c2cnn3-c2ccccc2C)c(C)o1 (configuration not stated)	9.3	8.7%	-23.2%	9.1	-3.3%	?
O=[N+]([O-])c1ccc(-n2cnc3ccccc32)c([N+](=O)[O-])c1	-0.6	37.9%[activator]	?	-3.3	-16.0%	?
CCCCC/C=C\C/C=C\C/C=C\C/C=C\CCCCCC(=O)NCCO	4.4	·	·	-6.5	1.8%&-2.6%&0.4%	·
CCOC(=O)C1CCCN(C(=O)COc2ccc(N(C)S(=O)(=O)c3ccc(C)cc3)cc2)C1 (configuration not stated)	-3.8	?	4.2%	-9.5	-6.4%	?
CCOC(=O)C1CCN(C(=O)COc2ccc3c(c2)OCO3)CC1	-3.1	100.4%[activator]	-5.0%	-4.6	7.7%	-3.4%
CC(C)(C)NC(=O)C(c1ccccn1)N(C(=O)C1CSC(=O)C1)c1ccccc1F (configuration not stated)	-3.8	-11.5%	0.0%	5.6	4.5%	23.4%
CC(=O)n1cc(C(C[N+](=O)[O-])SCCN)c2ccccc21 (configuration not stated)	9.2	84.4%[activator]	8.91µM*	-2.8	?	5.3%
CCCN(C(=O)CCNC(=O)c1ccc(Cl)cc1)c1c(N)n(Cc2ccccc2)c(=O)[nH]c1=O	·	17.8%	-2.6%	·	·	-6.8%

# Whole records from above. Order of values: CHX counter | Pf growth 96h | Sm TGR block | Shiga inhibitor | Giardia FBPA inh | Pf growth 48h
# Cc1ccc(NC2=Nc3ccccc3CS2)cc1 as listed: 37.7* | -46.0% | -1.0% | 30.4 | -7.9% | 93.7%[activator]
# COC(=O)C1CCN(C(=O)CCCOc2ccccc2)CC1 as listed: 20.4* | -3.5% | -4.0% | 42.5* | 1.7% | 193.5%[activator]
# CCn1cc(C(C)NC(=O)Nc2ccccc2C(=O)OC)c(C)n1 (configuration not stated) as listed: -1.9 | 17.9% | -12.0% | -7.0 | 4.4% | -3.2%
# CC(C)(C)NC(=O)C(c1ccccn1)N(C(=O)C1CSC(=O)C1)c1ccccc1F (configuration not stated) as listed: -3.8 | -11.5% | 0.0% | 5.6 | 4.5% | 23.4%

# More compounds:
smiles	CHX counter	Pf growth 96h	Sm TGR block	Shiga inhibitor	Giardia FBPA inh	Pf growth 48h
O=C(Nc1ccc(F)cc1F)c1cccc(S(=O)(=O)N2CCCCC2)c1	·	?	-1.5%	·	·	-9.8%
O=C(CCc1nc(-c2ccccc2Cl)no1)NC1CCCCC1	-2.9	-0.6%	-8.3%	-5.7	·	20.4%
O=C(NCc1cccs1)c1cccnc1C(=O)O	-2.2	?	5.0%	-35.6	-29.4%	17.7%
O=C(Cn1nc(C(=O)O)c2ccccc2c1=O)c1c[nH]c2ccccc12	9.4*	-13.1%	-4.2%	34.7*	0.1%	-10.5%
Cc1csc(NC(=O)CCN2C(=O)c3ccccc3S2(=O)=O)n1	16.5	9.5%	-13.1%	55.1*	-4.2%	11.4%
CC(C)CC(COCc1cccc(C(F)(F)F)c1)N1CCN(C(=O)c2cccc(C(F)(F)F)c2)CCC1=O (configuration not stated)	-4.7	14.7µM*	-13.5%	-11.9	-6.0%	?
CCN1CCN(S(=O)(=O)c2ccc(OC)c3ccccc23)CC1	9.0	-23.7%	0.5%	23.9	-2.5%	22.9%
CCn1c(SCC(=O)Nc2ccc(OC)cc2)nnc1-c1ccco1	-2.0	-13.0%	-4.0%	-2.1	-15.0%	-13.3%
CCOc1ncccc1C(=O)N1CCN(S(=O)(=O)c2cccs2)CC1	·	1.5%	-2.8%	·	·	8.7%
Cc1oncc1C(=O)Nc1cccc(C#N)c1	-2.2	16.0%	4.1%	-33.4	·	21.5%
COC(=O)C1=CO[C@@H](C)[C@H]2CN3CCc4c([nH]c5ccccc45)[C@@H]3C[C@H]12	·	?	-5.4%	·	?	?
Cc1ccc(SCc2c(C(=O)N/N=C/C3CC=CCC3)nnn2-c2nonc2N)cc1 (configuration not stated)	-2.5	3.1%	4.5%	-9.8	-14.0%	-1.3%
O=C(O)c1ccc(-n2c(O)c(/C=C3\C=Nc4ccccc43)c(=O)[nH]c2=O)cc1	-0.8	?	?	2.4	-3.2%	4.1%
CCCCNC(=O)CC1N=C2c3ccccc3N=C(SCC(=O)Nc3cccc(C)c3)N2C1=O (configuration not stated)	-0.9	2.62µM*	-6.6%	-10.7	-0.9%	1.85µM*
COc1ccc(C=NCC2OCCc3ccccc32)cc1OC (configuration not stated)	8.2	2.4%	-3.7%	1.3	7.6%	-6.7%
COc1ccc(C)cc1N(CC(=O)N1CCc2ccccc2C1)S(C)(=O)=O	8.1	47.4%[activator]	·	2.2	2.2%	-17.4%
CSc1ccc(CCNC(=O)c2cccc3c2C(=O)N(C2CCCCC2)C3)cc1	-10.0	10.4µM*	3.4%	0.9	·	?
CC(=O)N1N=C(c2ccccc2)CC1c1cn(C)c2ccccc12 (configuration not stated)	52.0*	21.7%	-9.3%	115.4*	2.3%	31.2%[activator]
O=C(CSc1n[nH]c(-c2cccs2)n1)NCc1ccc2c(c1)OCO2	-2.1	?	-11.7%	3.2	?	·
CCN(C(=O)CSc1nc2ccc([N+](=O)[O-])cc2s1)C1CCS(=O)(=O)C1 (configuration not stated)	13.4*	11.7µM*	-29.0%	-2.9	-11.6%	?
CN(C)C(=O)C(NC(=O)c1ccccc1)=C(Cl)Cl	-1.5	13.4%	7.9%	-8.4	4.6%	19.0%
CS(=O)(=O)N(CC(=O)N1CCc2ccccc2C1)c1ccc2c(c1)OCO2	-4.9	·	-16.0%	5.4	-8.7%	12.6%
CCC(=O)N1CCc2cc(S(=O)(=O)N3CCN(c4ccccn4)CC3)ccc21	-1.9	23.4%	3.9%	-14.2	2.7%	?
O=C(C1CCCN(S(=O)(=O)c2ccc(Cl)cc2)C1)N1CCCC1 (configuration not stated)	1.9	22.4%	-7.5%	3.1	0.0%	8.9%
Cn1nc(C(=O)N2CCN(S(=O)(=O)c3ccccc3)CC2)c2ccccc2c1=O	-4.7	42.0%[activator]	-7.5%	-5.3	3.5%	-21.3%
Cc1ccc2occ(/C=N/NC(=O)c3ccccc3C)c(=O)c2c1	9.3	11.7µM*	-1.3%	9.8	12.4%	33.4%[activator]
CC(C)(C)c1csc(NC(=O)CS(=O)(=O)c2ccccc2)n1	38.8*	0.7%	-13.4%	126.6*	-3.0%	22.0%
c1ccc(Cn2cc(-c3cccnc3)cn2)cc1	·	78.0%[activator]	0.6%	·	·	39.6%[activator]
COc1ccc(Nc2ncc(C(=O)N3CCN(c4ccccc4OC)CC3)c3ccccc23)cc1	10.4	?	8.5%&0.6%	8.3	-5.5%	11.7µM*
O=C(CCC(=O)N1CC2C[C@@H](C1)Cn1c2cccc1=O)NCCc1ccccc1	-1.1	?	?	9.7	8.5%	?
COc1ccc([C@H]2CC(=O)C=C(c3ccc(SC)cc3)C2)cc1	·	58.3%[activator]	-18.8%	·	·	-5.3%
COC(=O)C1=C(C)NC(C)=C(C(=O)OC)C1C(=O)OC1CCCCC1=O (configuration not stated)	-1.9	?	3.0%	-6.8	4.3%	-1.5%
CCCCCC(O)(c1ccc(OCC)cc1)C(CN1CCOCC1)c1ccccc1 (configuration not stated)	0.3	?	-13.0%	-3.0	-3.1%	2.08µM*
COc1cc(C)ccc1N(CCCN1C(=O)c2cccc3cccc(c23)C1=O)C(=O)c1cccs1	-7.4	9.28µM*	-3.8%	-13.9	15.0%	?
CN1C2CCC1CC(OC(=O)c1cc(Cl)cc(Cl)c1)C2 (configuration not stated)	-3.5	11.6%	6.3%	-7.0	-7.1%&1.0%	?
NC(=O)C1(N2CCCCC2)CCN(C(=O)c2ccc(C#Cc3ccccc3)o2)CC1	1.0	?	-34.6%	-9.8	-3.1%	?
Cc1cc(=O)[nH]c(N/N=C/c2c(C)nn(-c3ccccc3)c2Cl)n1	6.6	8.28µM*	5.2%	26.3	-9.1%	4.65µM*
CCOC(=O)c1c(-c2ccccc2Cl)csc1NC(=O)c1cc(S(=O)(=O)N2CCOCC2)ccc1C	-2.0	?	-4.3%	-8.0	-4.0%	14.7µM*
COC(=O)C(NC(=O)c1ccco1)(Nc1ccc(Br)cn1)C(F)(F)F (configuration not stated)	-7.7	-21.7%	-25.2%	-16.5	0.1%	?
Cc1ccc(S(=O)(=O)N[C@H](C(=O)Oc2ccc3c(C(F)(F)F)cc(=O)oc3c2)c2ccccc2)cc1	1.3	?	0.0%	24.7	12.6%	39.5%[activator]
Fc1ccc(-c2cc(C(F)(F)F)nc(-n3cc(Cl)cn3)n2)cc1	-1.2	-17.9%	-1.7%	-5.4	-4.5%	0.0%
Oc1ccccc1C1CCCCC1c1ccccc1 (configuration not stated)	1.9	?	-0.1%	-9.1	-4.6%	7.38µM*
CCC(CC)C(=O)c1c[nH]c(C(=O)NC2CCCCCC2)c1	9.3	?	3.4%	42.0	·	?
CN(C(=O)c1ccc2c(c1)OCO2)C1CCS(=O)(=O)C1 (configuration not stated)	·	20.5%	1.5%	·	·	8.7%
CCc1ccc(N2C(=O)/C(=C/c3cccs3)N(CC(=O)OC)C2=S)cc1	-1.8	105.2%[activator]	-2.5%	-11.7	0.7%	31.3%[activator]
COC(=O)C(C)Sc1ccc2nnc(-c3ccc(F)cc3)n2n1 (configuration not stated)	-1.8	30.9%	15.5%	-7.6	3.9%	-6.9%
COc1ccc(NC(=O)C2(c3ccccc3)CCCC2)cc1	3.2	-16.4%	-6.7%	1.1	-2.4%	-26.2%
Cc1c(Cl)cccc1NC(=O)CCN1CCCCC1	-2.3	9.3%	0.1%	-13.7	1.7%	13.1%
O=C(O)CCn1cc(-c2ccc(Cl)cc2)nc1-c1ccncc1	·	62.3%[activator]	-3.1%	·	·	9.2%
CCC(=O)Nc1cccc(C2=NOC3(C2)C[C@H](C(N)=O)N(C(=O)Cc2ccc([N+](=O)[O-])cc2)C3)c1 (some centres not stated)	-6.4	36.9%[activator]	-19.1%	-0.4	-0.1%	29.2%
CCCCc1ccc(NC(=O)C2CCN(S(C)(=O)=O)CC2)cc1	-4.2	34.9%[activator]	0.4%	-19.4	0.2%	-9.4%

# Assay outcomes deposited in PubChem BioAssay by National Center for Advancing Translational Sciences (NCATS).

# The order is random; 24% or so of the library scored in one or more.
